Rac1 act GTP bind: GTP binding modulators of activated mutant Rac1, primary screen, biochemical, bead-based flow cytometry, multiplex, fluorescent GTP | AID 764, 2007 | Ras-related C3 botulinum toxin substrate 1 (Homo sapiens), P63000 | 190,000 compounds, 0.11% hits | percent activity (GTP binding), % at 10 µM | GST-Rac1 activated beads; actives lie on both sides; 100% means binding = to untreated wells;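 active = GTP binding at least 20 percentage points away from the 100% baseline, in either direction, so actives lie on both sides; inconclusive = Compound likely fluorescent itself, or too few beads counted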
Pf gamet viab: late stage P. falciparum gametocyte viability inhibitors, primary screen, ATP luminescence, HTS; P. falciparum stage V gametocytes, 24 h; inhibition, % at 10.9 µM; 150,000 compounds, 0.065% hits;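 active = inhibition above the mean plus 3 SD of compounds within the control limits, set per campaign, cut at about 38% in these data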;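 also: 0% = DMSO wells and 100% = medium only without gametocytes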
Rac1 wt modul: wildtype Rac1 GTP binding modulators, primary screen, biochemical, GST-Rac1 beads, flow cytometry, multiplex; Ras-related C3 botulinum toxin substrate 1 (Homo sapiens), P63000; fluorescent GTP binding; actives lie on both sides; 0 = cold GTP competed, 100 = untreated; GTP binding activity (% of control), % at 10 µM; 190,000 compounds, 0.27% hits; AID 757, 2007;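 active = GTP binding activity at least 20 points away from the 100% control level, either lower or higher; inconclusive = compound flagged as likely green fluorescent, judged across all proteins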
Rab2 wt GTP: modulators of GTP binding to Rab2A wildtype, primary screen, biochemical, dog, bead-based flow cytometry, multiplex; 190,000 compounds, 0.19% hits; GST-Rab2 wt beads, Bodipy-GTP binding; AID 760, 2007; GTP binding activity, % at 10 µM; Ras-related protein Rab-2A (Canis lupus familiaris), P61105;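 active = GTP binding activity at least 20 points away from 100%, either lowered or raised; inconclusive = signal likely due to the compound's own green fluorescence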;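 also: 0% = beads with excess unlabeled GTP and 100% = no-compound control corrected for plate trend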
Cdc42 wt GTP: modulators of GTP binding to wildtype Cdc42, primary screen, biochemical, multiplex bead flow cytometry, Bodipy-GTP; 190,000 compounds, 0.2% hits; GST-Cdc42 beads; actives lie on both sides; percent activity (GTP binding), % at 10 µM; Cell division control protein 42 homolog (Homo sapiens), P60953;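 active = percent activity GTP binding at least 20 points away from the 100% baseline, either down as inhibitor or up as activator; inconclusive = compound flagged as likely green fluorescent from well-wide comparison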;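 also: median bead fluorescence of bound Bodipy-FL-GTP at 100 nM; 0% = excess unlabeled GTP control and 100% = no compound control; below 100% means less GTP binding so inhibitor and above means activator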
Target sequence (P60953 whole entry, looked up): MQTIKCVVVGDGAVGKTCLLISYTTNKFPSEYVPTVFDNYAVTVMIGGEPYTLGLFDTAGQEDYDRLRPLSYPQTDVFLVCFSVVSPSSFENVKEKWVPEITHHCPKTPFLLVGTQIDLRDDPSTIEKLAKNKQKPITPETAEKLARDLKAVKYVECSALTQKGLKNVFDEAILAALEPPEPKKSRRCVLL
Avidin bead fluor: green autofluorescence of compounds with avidin beads – biophysical, 488/530 nm, flow cytometry, artefact control, profiling panel; compound fluorescence 488/530 nm; stronger effect = higher value; 220,000 compounds, 0.38% hits; fluorescence (KMESF) at 10 µM; in the data active = fluorescence above about 47; also: inactives centre near 10
HRas wt GTP bind: modulators of GTP binding to HRas wildtype, primary screen, biochemical, bead-based flow cytometry, multiplex; 190,000 compounds, 0.14% hits; GTPase HRas (Homo sapiens), P01112; GTP binding activity, % at 10 µM; GST-Ras wt beads, Bodipy-FL-GTP binding; actives lie on both sides;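 active = GTP binding activity at least 20% away from the 100% baseline, either lowered as inhibitor or raised as activator; inconclusive = flagged as likely green fluorescent, judged across all proteins in the well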;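 also: 0% = unlabeled GTP competition control and 100% = no-compound control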
Target sequence (P01112 whole entry, looked up): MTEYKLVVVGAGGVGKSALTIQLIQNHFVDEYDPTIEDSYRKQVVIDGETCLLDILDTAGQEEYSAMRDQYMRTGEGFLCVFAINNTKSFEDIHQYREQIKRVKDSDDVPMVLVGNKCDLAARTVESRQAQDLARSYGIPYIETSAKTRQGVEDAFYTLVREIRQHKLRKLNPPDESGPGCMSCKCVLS
GSH fluor: compound fluorescence on glutathione beads, profiling panel, artefact control, biophysical, 488/530 nm, flow cytometry. GSH beads flow cytometry, compound fluorescence 488/530 nm; stronger effect = higher value. fluorescence (KMESF) at 10 µM. 190,000 compounds, 0.25% hits. AID 1776, 2009; in the data active = fluorescence above about 89;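 also: glutathione beads carrying GST-tagged Bcl family fusion proteins plus one bare bead set; values are compound well signal with DMSO vehicle wells as background; inactives centre near 16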
ABCB1 block: ABCB1 efflux pump inhibitors, primary screen, cell-based, multiplex, flow cytometry, ABCG2 counter-screen | inhibition, % at 6.6 µM | 190,000 compounds, 0.067% hits | CCRF-Adr cells, JC-1 efflux | ATP-dependent translocase ABCB1 (Homo sapiens), P08183; in the data active = inhibition above about 40%;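 also: 0% = vehicle and 100% = reference inhibitor; higher value means more JC-1 retained so stronger ABCB1 efflux block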
ABCG2 inh: ABCG2 efflux pump inhibitors, primary screen, multiplex with ABCB1, IgMXP3 cells, flow cytometry; Broad substrate specificity ATP-binding cassette transporter ABCG2 (Homo sapiens), Q9UNQ0; inhibition, % at 6.6 µM; AID 1325, 2008; JC-1 efflux; 190,000 compounds, 0.1% hits;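 active = inhibition above 80%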;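 also: 0% = DMSO and 100% = nicardipine control wells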
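Test system: IgMXP3 cells (ABCG2) mixed with DDAO far-red-labelled CCRF-Adr cells (ABCB1). Reagent: JC-1 transporter substrate. Compound dosing: single test compound dose, 6.6 µM final. Times: 10 min compound exposure, 25 °C. Detection: flow cytometry of retained JC-1 fluorescence. Read-out basis: efflux inhibition in percent versus controls. Controls: nicardipine and DMSO wells.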
Rab7 wt modul: modulators of GTP binding to Rab7, primary screen, biochemical, wildtype, multiplex bead flow cytometry; GST-Rab7 beads, fluorescent GTP binding; actives lie on both sides; untreated = 100%, excess cold GTP = 0%; GTP binding activity (percent of control), % at 10 µM; 190,000 compounds, 0.055% hits;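 active = fluorescent GTP binding to Rab7 beads changed by at least 20 points from the 100% baseline, either direction, mostly lower; inconclusive = compound itself probably fluorescent, or too few beads counted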;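 also: median green fluorescence of bound Bodipy-FL-GTP per Rab7 bead population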
* = called active by the depositor; ? = inconclusive; · = not tested or not shown.

SMILES	Rac1 act GTP bind	Pf gamet viab	Rac1 wt modul	Rab2 wt GTP	Cdc42 wt GTP	Avidin bead fluor	HRas wt GTP bind	GSH fluor	ABCB1 block	ABCG2 inh	Rab7 wt modul
O=C1CC(c2ccccc2)Sc2ccccc2N1 (stereo not given)	?	27	?	?	?	6	?	32	-1.9	-1	?
COc1ccc(C2C(C(=O)Nc3ccccc3OC)=C(C)Nc3nnnn32)c(OC)c1 (stereo not given)	99	·	107	101	103	12	102	30	1.0	14	99
OCCC1CN(Cc2cccn2-c2ncccn2)CCN1C1CCCC1 (stereo not given)	97	7	98	99	98	1	99	14	2.6	6	106
Cc1ccc(-c2noc(-c3ccccc3C(=O)N3CCOCC3)n2)cc1	102	·	111	104	103	11	107	51	-0.7	3	107
Cc1ccccc1Cn1nc(C)c(NC(=O)/C=C/c2cnn(C)c2C)c1C	101	6	104	100	104	4	97	10	0.6	11	97
CCOc1cc(/C=N/NC(=O)COc2ccc(C)cc2)ccc1OC(=O)c1cccs1	99	·	100	101	97	12	99	21	0.3	2	102
O=C(CN1CCC(NC(=O)c2cccc(F)c2)CC1)NCc1ccccc1F	97	-5	100	98	100	33	97	25	0.0	22	96
CCC(Oc1ccccc1)C(=O)NC1CCSC1=O (stereo not given)	99	-10	103	97	99	10	100	17	0.8	1	103
Cc1ccc(-c2nnc(SCCC(=O)N3CCOCC3)o2)cc1	96	8	101	101	98	23	100	11	0.4	1	107
CCN(CC)S(=O)(=O)c1ccc(NC2c3ncccc3C(=O)N2Cc2ccccc2)cc1 (stereo not given)	102	1	108	102	105	18	103	10	0.5	2	99
C/C(=N\NC(=O)CSc1nnc(C)s1)c1ccc(O)cc1	100	-16	102	102	102	11	100	22	0.0	1	100
CCCCNC(=S)N(C)/N=C/c1ccccc1F	100	-20	103	96	100	4	99	11	2.1	18	97
CN(c1ccc(C(=O)Nc2ccc(S(=O)(=O)N3CCCC3)cc2)cc1)S(C)(=O)=O	92	-14	92	93	91	10	93	26	0.8	36	95
CCC(C)C(NC(=O)C1CCC(C)CC1)C(=O)Nc1cc(OC)ccc1OC (stereo not given)	96	·	98	100	99	6	99	47	2.0	5	102
Cc1c(C(N)=O)c(N)c(C(=O)c2ccccc2)n1-c1ccccc1	97	-5	98	97	97	10	97	9	0.8	3	94
CC1(c2cccs2)CC(c2cccs2)=C(C#N)C(=O)N1 (stereo not given)	98	-45	103	100	103	6	100	38	0.1	0	96
Cn1c(CN2CCCC(C(=O)c3ccc4c(c3)OCO4)C2)nc2ccccc21 (stereo not given)	93	-1	94	94	93	4	94	10	1.4	1	95
O=C(COCc1nc2ccccc2c(=O)[nH]1)NCC1CCCCC1	100	-5	101	100	101	7	99	15	0.3	5	93
Cc1cccc(OCCSCc2nc3ccccc3[nH]2)c1	99	·	101	102	103	13	102	23	1.2	5	99
COc1ccccc1NC(=O)Nc1cc(NC(=O)Nc2ccccc2OC)c(C)nc1C	98	·	99	95	95	7	97	8	-1.9	-11	96
COc1ccc(Cl)cc1NC(=O)CCCN1C(=O)CCC1=O	101	19	105	99	101	6	102	54	-0.7	9	102
CCOC(=O)c1ccc(NC(=S)N(CCCN2CCCC2)Cc2cccs2)cc1	98	·	100	100	101	10	97	10	3.5	12	93
Cc1cc(C(=O)CN2C(=O)C(=O)N(CC(C)C)C2=O)c(C)n1-c1ccccc1F	93	·	94	96	93	11	95	25	0.4	2	101
CC(C)C12CN3CC(C(C)C)(CN(C1)C3c1ccccc1)C2O (stereo not given)	97	·	101	99	96	4	96	253*	0.1	0	97
CCOC(=O)Cc1nnc(Nc2ccc(C)cc2C)c2ccccc12	98	·	104	95	103	15	101	3	2.2	35	100
O=C(OCC(=O)N1CCCCC1)c1c[nH]c(=O)[nH]c1=O	98	·	94	99	94	18	95	8	0.2	1	98
Cc1ccc(C(=O)N/C(=C/c2ccc(F)cc2)C(=O)NCc2ccncc2)cc1	105	-16	106	105	106	6	103	9	0.2	-1	104
Cc1ccc(C(c2c(C)nn(-c3ccccc3)c2N)c2c(C)nn(-c3ccccc3)c2N)cc1	98	6	102	98	100	15	98	8	7.4	6	101
COc1ccc(C(C)C)cc1S(=O)(=O)Nc1ccc(Cl)cn1	99	-3	100	99	100	32	99	15	0.1	0	96
COc1cccc(CNCc2ccc(C(=O)O)cc2)c1OC	95	-12	97	95	96	9	96	12	1.0	4	98
CCC(C)C(NC(N)=O)C(=O)Nc1ccc(C(=O)OC)cc1 (stereo not given)	97	4	97	99	97	11	98	10	-0.3	-1	102
O=C(O)C(=O)/C(=C\c1ccccc1)c1ccc2ccccc2n1	97	·	99	97	95	20	99	33	1.8	25	101
O=C(Nc1ccc(N2CCCCC2)cc1)c1ccccc1	96	·	99	97	97	13	99	34	0.1	5	99
O=S(=O)(c1ccc(NC(=S)NN=C2CCCCC2)cc1)N1CCOCC1	92	-8	97	95	94	8	94	14	-0.3	-1	97
C#CCNC(=O)C1=C[C@@H](C(C)(C)C)C[C@@H](OCc2ccc(CO)cc2)O1	98	·	98	96	96	0	97	19	1.7	9	96
COc1ccc(NC(=O)CN2CCN(CC(=O)Nc3ccc4c(c3)OCO4)CC2)cc1	95	-5	96	95	96	4	98	35	0.4	1	95
COc1cc(NC(=O)c2cc3ccccc3o2)c(OC)cc1Cl	95	3	96	95	97	35	95	12	0.2	2	93
CSc1ccc(/C=C/C(=O)c2ccc(NC(=O)C(C)C)cc2)cc1	98	·	98	100	98	27	100	33	-1.7	31	103
Cc1nn(C)c(C)c1NC(=O)CCl	95	6	97	94	93	6	93	24	0.6	2	96
COc1ccc(NC(=O)Nc2ccc(OC)cc2)cc1	97	·	102	104	101	18	103	14	-0.1	0	108
Cc1ccc(C(=O)NC(=S)Nc2ccccc2C)cc1	95	18	99	97	96	11	97	11	0.3	2	97
Cc1cccc(Cn2c(Cc3ccccc3)nc3ccccc32)c1	96	23	97	96	93	10	95	8	2.1	28	100
CN(c1ccccc1C(=O)Nc1ccc(S(=O)(=O)N2CCOCC2)cc1)S(=O)(=O)c1ccccc1	98	·	103	100	99	6	98	2	-1.4	-10	92
COc1ccccc1N(C1=NCCCS1)S(=O)(=O)c1ccc(C(C)(C)C)cc1	97	10	97	96	94	6	97	18	4.5	8	96
CCOc1cccc(C(=O)N(Cc2ccc(F)cc2)C2CCS(=O)(=O)C2)c1 (stereo not given)	98	·	106	97	102	17	104	11	1.5	5	102
Cc1ccc2ccc(C(Nc3cccc(C(F)(F)F)c3)c3cccnc3)c(O)c2n1 (stereo not given)	91	39*	96	96	93	9	91	15	3.9	3	97
COc1ccc(/C=C/C(=O)c2ccc(OC)cc2O)cc1	96	-31	106	103	103	10	101	18	0.4	11	102
c1cc2c(cc1Nc1nc(-c3ccc4c(c3)OCO4)cs1)OCCO2	97	·	97	97	99	33	98	13	0.0	0	100
Cc1nc(NC(=O)c2cc(-n3cnnc3)ccc2Cl)ccc1Br	101	7	105	100	103	6	100	62	-0.9	-2	94
CS(=O)(=O)N(C(=O)NC(=O)NC1CCS(=O)(=O)C1)C1CCCCC1 (stereo not given)	99	13	106	102	103	27	102	21	0.0	-5	99
CC(C)(Oc1ccc(Br)cc1)C(=O)N1CCc2ccccc21	101	·	105	106	105	13	105	22	0.8	3	96
Cc1ccc(CC2CC(=O)N(c3ccc(C)cc3)C2=O)cc1 (stereo not given)	97	6	97	95	104	9	96	14	0.1	5	98
Cc1csc(NC(=O)CSc2nnc(C)c(=O)n2N)n1	94	9	100	97	97	9	96	18	0.1	3	96
COc1ccccc1OCc1nnc(SCC(=O)NCc2ccco2)n1Cc1ccco1	93	11	93	94	95	10	95	18	2.1	4	94
COc1ccc(CC(NC(C)=O)C(=O)NC2CCN(c3c4c(nc5ncnn35)CCC4)CC2)cc1 (stereo not given)	98	-11	105	99	102	7	101	64	-0.1	-1	96

Compound activity as filed in PubChem.
